From PubChem
BRCA1 expr up: increases BRCA1 expression | MCF7-BRCA1-FFLuc reporter, luminescence, 48 h; response scale: scaled: vehicle 0%, 10 µM genistein 100% | AID 624202 | Potency, µM (highest dose often 46.1 µM), for inactives: at the top dose activation, hits mostly activators | hit rate 1.1% among 380,000; further: nearly all actives have a fitted effect of over 80% in size; some results filed as inactive show a strong effect at the top dose
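Cells: MCF7-BRCA1-FFLuc, 2000/well. Exposure: 48 h, 37 °C, 5% CO2. Read: luminescence, 15 min post-substrate. Controls: genistein 10 microM (maximal activation), DMSO (neutral).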
p53 reactivator: mutant p53 re-activation in reporter cells; hit rate 0.063% among 320,000; H1299 p53-A138V BP100-luciferase reporter, luminescence, 24 h; Potency, µM (titrated, usually from 92.2 µM), for inactives: at the highest dose activity change, positive = activation, usual class: activators; further: % of control where 0% means no effect; nearly all actives have a fitted effect of over 45% in size
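H1299 (p53-null), stable ts p53-A138V + BP100-Luc; 1000 cells/well, Opti-MEM/10% FBS; cpd 4 pt, 1:5; 24 h, 37 deg C, 5% CO2; detection reagent 10 min RT; luminescence.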
Rab9 promoter act: Rab9 promoter activation | AID 485297 | hit rate 2.8% among 320,000 | Huh7 Rab9 promoter-luciferase reporter, luminescence, 24 h | Potency, µM (highest dose often 9.22 µM), without a hit: at the highest dose activation, negative = inhibition, most hits filed as activators; further: % of control where 0% means no effect; nearly all actives have a fitted effect of over 60% in size
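Using Huh7 cells stably transfected with Rab9 promoter–luciferase, compounds were incubated 24 h at 37 °C, 5% CO2; luciferase luminescence was read 10 min after reagent addition.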
ELG1 genotoxic: inducers of genotoxicity in HEK293T ELG1-luciferase cells; Potency, µM (titrated, usually from 46 µM), inactives show at the top dose activity change, positive = activation, usual class: activators; HEK293T ELG1-luciferase reporter, luminescence, 16 h; hit rate 1.3% among 330,000; further: % of control where 0% means no effect; nearly all actives have a fitted effect of over 60% in size
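DMSO vehicle served as control against compound-treated ELG1-luciferase HEK293T cells; exposure lasted 16 hr at 37 °C and 5% CO2, followed by ONE-Glo luminescence detection after 30 min.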
uPA surface inh: inhibitors of cell surface uPA generation. hit rate 0.31% among 330,000. Potency, µM (series often up to 38.3 µM), for the others: at the top dose activity change, negative = inhibition, usual class: inhibitors. cell surface uPA generation assay, qHTS; active means well fitted inhibition curve with a large enough effect; inconclusive means small, poorly fitted or top-dose-only effect; inactive means no such curve, though single readings can be large or run the other way; tested in mouse RAW 264.7 cells; further: on the % scale 0 is the no-effect control and ±100 the full control effect; nearly all actives have a fitted effect of over 55% in size
FLuc counter: counter-screen for miR-21 project: firefly luciferase inhibitors or activators; purified FLuc, Km substrates, luminescence inhibition; Potency, µM (highest dose often 57.5 µM), for inactives: at the top dose activity change, negative = inhibition, actives largely listed as inhibitors; hit rate 6.9% among 360,000;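 further: plate controls were vehicle for no effect and reference inhibitor for full effect; nearly all actives have a fitted effect of over 55% in size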
Target sequence (P08659 whole entry, looked up): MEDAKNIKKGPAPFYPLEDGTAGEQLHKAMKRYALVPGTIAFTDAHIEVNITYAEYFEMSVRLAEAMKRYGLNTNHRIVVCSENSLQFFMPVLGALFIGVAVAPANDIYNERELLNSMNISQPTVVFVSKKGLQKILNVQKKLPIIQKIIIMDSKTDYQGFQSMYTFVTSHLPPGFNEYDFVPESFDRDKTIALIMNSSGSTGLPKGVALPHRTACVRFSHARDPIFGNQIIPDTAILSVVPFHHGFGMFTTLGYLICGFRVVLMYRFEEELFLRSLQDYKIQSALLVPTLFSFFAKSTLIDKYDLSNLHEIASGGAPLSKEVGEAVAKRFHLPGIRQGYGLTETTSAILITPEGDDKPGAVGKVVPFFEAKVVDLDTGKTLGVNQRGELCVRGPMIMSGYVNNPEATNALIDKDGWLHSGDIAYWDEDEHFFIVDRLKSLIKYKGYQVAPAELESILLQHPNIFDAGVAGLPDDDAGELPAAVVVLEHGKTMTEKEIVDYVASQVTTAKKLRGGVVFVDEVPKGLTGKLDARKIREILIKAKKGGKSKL
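Purified P. pyralis luciferase, 10 nM final, with Km-level 10 uM D-luciferin and 10 uM ATP in 50 mM Tris acetate pH 7.5, 10 mM Mg acetate, 0.01% Tween-20, 0.05% BSA; 6-point qHTS titration about 60 µM downward; luminescence read.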
MBNL1 CUG block: blocks human MBNL1 binding to CUG repeat RNA | AID 2675 | Q9NR56 | Potency, µM (series often up to 57.5 µM), for inactives: at the top dose activity change, negative = inhibition, usual class: inhibitors | TR-FRET MBNL1-His/biotin-(CUG)12 binding, 665/545 ratio | hit rate 0.036% among 280,000; active means well fitted inhibition curve with a large enough effect in the signal ratio, with a control signal flat, not every such curve was filed as active; inconclusive means small, poorly fitted or top-dose-only effect, or effect the other way, or a change in a side signal; inactive means no such curve, though single readings can be large or run the other way; the % refers to the signal ratio; further: on the % scale 0 is the no-effect control and ±100 the full control effect
Target sequence (Q9NR56 whole entry, looked up): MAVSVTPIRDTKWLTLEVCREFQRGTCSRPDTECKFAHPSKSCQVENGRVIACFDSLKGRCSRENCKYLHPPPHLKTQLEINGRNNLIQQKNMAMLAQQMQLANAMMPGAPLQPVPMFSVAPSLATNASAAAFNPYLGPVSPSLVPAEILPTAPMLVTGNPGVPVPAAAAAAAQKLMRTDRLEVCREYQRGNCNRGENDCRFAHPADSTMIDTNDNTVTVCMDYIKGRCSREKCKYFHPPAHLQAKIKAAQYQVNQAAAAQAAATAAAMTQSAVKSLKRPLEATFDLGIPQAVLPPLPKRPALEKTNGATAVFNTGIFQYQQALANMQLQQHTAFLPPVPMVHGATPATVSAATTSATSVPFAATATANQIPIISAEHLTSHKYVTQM
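Ratiometric TR-FRET (665 over 545 nm, excitation 340 nm) tracks disruption of MBNL1-His/biotin-(CUG)12 complex after 60 min at room temperature, with compounds at 92 nM to 58 uM final.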
CXXC DNA block: MLL CXXC-DNA interaction inhibition. AID 2662. MLL-CXXC / FITC-HOXA9 DNA fluorescence polarization. Potency, µM (series often up to 115 µM), for the others: at the highest dose activity change, negative = inhibition, usual class: inhibitors. hit rate 0.037% among 290,000; active means well fitted inhibition curve with a large enough effect in the polarisation, with a control signal flat, not every such curve was filed as active; inconclusive means small, poorly fitted or top-dose-only effect, or effect the other way, or a change in a side signal; inactive means no such curve, though single readings can be large or run the other way; the % refers to the polarisation
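Fluorescence polarization: 7 uM MLL-CXXC (stock) preincubated 5 min with compounds, then 50 nM fluorescein-HOX-A9 DNA (stock) added; 30 min ambient. Buffer 50 mM Tris-HCl pH 7.5, 50 mM NaCl, 1 mM DTT, 0.05% BSA.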
RORg inh: inhibitors of mouse ROR gamma transcriptional activity | P51450 | Drosophila S2 Gal4-RORgamma UAS-luciferase reporter, 20 h | Potency, µM (series often up to 53.6 µM), without a hit: top-dose activity change, negative = inhibition, most hits filed as inhibitors | hit rate 5.4% among 310,000 | AID 2551; further: on the % scale 0 is the no-effect control and ±100 the full control effect; nearly all actives have a fitted effect of over 60% in size
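ROR gamma transcriptional activity was tracked as Gal4-UAS luciferase output in stably transfected Drosophila Schneider cells, with compound added 1 hr before 700 uM copper sulfate induction and a 20 hr ambient-temperature incubation.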
NPC1 promoter act: activates the NPC1 promoter | Huh7 NPC1 promoter luciferase reporter, 24 h | Potency, µM (doses to about 9.22 µM), for the others: top-dose activation, hits mostly activators | hit rate 2.4% among 320,000;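 further: % of control where 0% means no effect; nearly all actives have a fitted effect of over 60% in size; reporter is driven by a mutant NPC1 promoter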
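Luminescence read-out of NPC1 promoter-driven luciferase in stably transfected Huh7 cells; compounds delivered in DMSO and left 24 h at 37C, 5% CO2, qHTS titration format.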
VP16 counter: counter-screen for ROR gamma inhibitors: Gal4-VP16 reporter; AID 2546; Drosophila S2 Gal4-VP16 UAS-luciferase, luminescence, 20 h; Potency, µM (series often up to 53.6 µM), for inactives: at the top dose activity, negative = inhibition, hits mostly inhibitors; hit rate 3.5% among 310,000;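 further: Gal4-VP16 expression switched on by copper sulfate through the metallothionein promoter; on the % scale 0 is the no-effect control and ±100 the full control effect; nearly all actives have a fitted effect of over 50% in size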
* hit, by the source's call; ? = inconclusive; / = no result given; & = joins results of further samples; [ ] = remark or other dose. Unless noted, the call rests on the fitted dose curve; in most records, active means well fitted curve in the direction sought with a large enough effect; inconclusive means small, poorly fitted or top-dose-only effect, or another doubt; inactive means no such curve, though single readings can be large; an effect the other way counts as inactive or inconclusive. Potency means the concentration at half of the fitted maximal effect. These rows are one share of the data; count on the stated rates, not on these rows.

SMILES | BRCA1 expr up | p53 reactivator | Rab9 promoter act | ELG1 genotoxic | uPA surface inh | FLuc counter | MBNL1 CUG block | CXXC DNA block | RORg inh | NPC1 promoter act | VP16 counter
Brc1ccc2c(c1)CNc1c(ncnc1N1CCOCC1)O2 | -31.5% | ? | -0.5% | -1.9% | / | 2.1% | -9.3% | -3.7% | 31.8% | -1.3% | 4.1%
CCC(Oc1ccccc1)C(=O)Nc1ccccn1 (stereo not given) | -2.0% | 15.4% | 3.4% | ? | 2.8% | ? | -9.7% | -4.7% | -36.1% | -2.4% | -4.8%
COc1cc([N+](=O)[O-])cc(/C=N/NC(=O)Cn2nccc2C)c1O | -31.4% | 5.8% | -1.5% | -3.3% | -5.4% | 2.8% | ? | ? | 3.55µM* | -3.5% | ?
O=S(=O)(Nc1nccs1)c1ccc(Nc2nnc(-c3ccccc3)c3ccccc23)cc1 | -2.7% | -6.6% | 9.7% | 5.5% | -3.6% | 1.0% | 36.6%[activator] | -15.0% | 8.2% | 0.5% | -9.6%
C/C(=C/c1ccccc1)C(=O)N1CCN(c2ccc(F)cc2)CC1 | -3.1% | / | 8.1% | -5.6% | 1.7% | 1.6% | -5.2% | -27.9% | -40.2% | 5.4% | 0.7%
OCCC1CN(C/C=C/c2ccco2)CCN1Cc1ccccc1 (stereo not given) | -1.6% | / | 1.0% | -1.7% | 1.1% | -1.2% | 6.2% | -0.3% | -5.6% | -6.0% | 0.0%
Cc1cc(C)n2c(SCCN3C(=O)c4ccccc4C3=O)nnc2n1 | 8.9% | 2.0% | -2.3% | 0.5% | 10.4% | 7.5% | 6.0% | -8.0% | 44.4% | -3.8% | -16.8%
Cc1ccc(C(=O)NNC(=O)CSc2nnc(-c3ccccc3)n2Cc2ccccc2)cc1 | -8.5% | -0.3% | 0.6% | 1.5% | -1.5% | -1.2% | / | 0.6% | -34.8% | -3.6% | -8.4%
O=C(CC(NC(=O)c1ccccc1Cl)c1ccccc1)NC1=NCCS1 (stereo not given) | -15.1% | 3.8% | 11.4% | -0.2% | 1.2% | -2.0% | -4.8% | 3.8% | 23.8% | 2.5% | 19.1%
Cc1cccc(NC(=O)CSc2nc(N)c(NC(=O)c3ccccc3F)c(=O)[nH]2)c1 | 55.6% | 3.5% | -6.4% | 17.3% | 3.8% | -2.2% | -4.6% | -0.1% | -9.2% | -3.8% | -2.2%
O=C(NCc1nnc(SCC(=O)N2CCCCCC2)o1)c1ccc(F)cc1 | -17.6% | -12.1% | -1.7% | -0.1% | 1.7% | -2.5% | -7.5% | 7.1% | -17.1% | 1.1% | -4.5%
CC(=O)OCc1c(C(F)(F)F)nn(C)c1SCc1ccc(Cl)cc1 | -23.1% | -2.1% | -5.6% | -4.3% | 9.5% | 1.0% | -5.1% | 7.3% | 37.6% | -2.8% | -4.1%
O=Cc1c(N2CCCCCC2)nc2ccccn2c1=O | 6.3% | -0.8% | 11.1% | 2.8% | / | -1.7% | ? | 4.5% | -18.0% | 1.4% | 6.3%
COc1ccc(CC(=O)NNC(=O)CCC(=O)Nc2cc(C)ccc2C)cc1 | 0.8% | -3.9% | -3.1% | 3.4% | 5.6% | -0.1% | 1.3% | -2.1% | 4.4% | -0.9% | -1.5%
CCC(C)(C)NC(=O)C(c1ccc(OC)cc1)N(Cc1ccccc1)C(=O)CCC(=O)Nc1cc(C)on1 (stereo not given) | -10.1% | -5.5% | 0.2% | -9.1% | 1.3% | 0.7% | -3.6% | -1.1% | ? | 1.4% | 23.0%
O=C(c1ccc2c(c1)OCO2)C1CCCN(Cc2ccccc2OC(F)F)C1 (stereo not given) | -17.8% | -10.7% | 0.1% | -13.2% | 1.4% | 1.3% | -19.3% | -12.7% | -3.2% | -4.0% | -10.0%
COc1ccc(OC)c(NC(=O)CSc2nc(N3CCOCC3)nc(N3CCOCC3)n2)c1 | -20.7% | 17.7% | 5.9% | 6.8% | 12.7% | 3.9% | 1.0% | 15.7% | -38.5% | -5.0% | -4.6%
O=C(C1=COCCO1)N1CCN(S(=O)(=O)c2cccc(Br)c2)CC1 | -4.1% | -12.0% | -4.0% | -2.6% | 6.0% | / | / | / | / | -4.5% | /
Cn1nc(C(=O)OCC(=O)Nc2ccc(Cl)cc2Cl)c2ccccc2c1=O | 47.2% | 3.3% | -1.2% | 1.1% | -4.9% | -1.4% | / | / | / | -4.8% | /
COc1ccc(NC(=O)CCCN2C(=O)C(c3ccccc3)Oc3cccnc32)c(OC)c1 (stereo not given) | -4.6%&-19.6% | -1.6% | -1.6% | -0.8% | 6.1% | 1.9%&-11.0% | -5.5% | -7.7% | -15.1% | 1.9% | -5.9%
COc1ccc(CN2C[C@H](Cc3ccccc3)[C@@H](CC(=O)Nc3ccccc3)C2=O)cc1 | -21.5% | 1.7% | -4.5% | -7.0% | 0.4% | -2.0% | 11.2% | -8.9% | 40.0% | 2.7% | -6.4%
O=C(NNc1ccccc1)C(=O)NNS(=O)(=O)c1ccc(CCCl)cc1 | -1.4% | 8.1% | -0.5% | 8.6% | -9.3% | 0.4% | / | -2.3% | 26.0% | 2.1% | -4.9%
COC(=O)[C@H](C)NC(=O)COc1ccccc1 | 4.8% | -0.7% | -0.8% | 1.5% | / | -0.9% | -5.3% | -7.5% | -16.1% | 1.9% | -3.6%
CC(NC(=O)Nc1ccccc1)c1ccccc1 (stereo not given) | -8.2% | 4.1% | -4.3% | -2.4% | 2.9% | -1.5% | 0.9% | -0.1% | -8.4% | 1.2% | 3.1%
C/C(=N\Nc1cccc2cccnc12)c1ccc(C)cc1 | ? | 11.3% | ? | ? | -19.2% | 2.69µM* | 17.5% | 5.0% | ? | ? | ?
COc1ccc(NC(=O)N2CCN(c3nc4ccccc4n3C(C)C)CC2)cc1 | 3.2% | -5.4% | -1.7% | -8.1% | -8.7% | -2.3% | -5.4% | 18.4% | 37.3% | -10.2% | -12.8%
COc1cc(CC(=O)Nc2ccc(S(=O)(=O)NC3=NCCCCC3)cc2)cc(OC)c1OC | -3.8% | -2.0% | -0.2% | 1.9% | -4.5% | 1.4% | -2.9% | 14.2% | 13.4% | -1.3% | -10.1%
COc1cc(C(=S)N2CCCC2)ccc1OS(=O)(=O)c1ccc(NC(C)=O)cc1 | -19.7% | -1.5% | -2.4% | -17.8% | -23.3% | 5.2% | -10.3% | -8.9% | 47.5% | -3.2% | 6.6%
O=C(Nc1nccs1)c1nc[nH]c1C(=O)N1CCc2ccccc2C1 | -1.3% | -3.2% | -2.5% | 1.1% | 1.2% | -1.5% | / | / | / | -2.0% | /
CCN(CC)Cc1c(C(=O)N/N=C/c2cccc3ccccc23)nnn1-c1nonc1N | -9.5% | 11.3% | -14.7% | 1.0% | -0.6% | -6.3% | 2.6% | -3.6% | 15.2% | -4.7% | -10.4%
Cc1cc(-c2ccccc2)n2ncc(-c3ccccc3)c2n1 | ? | 46.1% | 0.501µM* | 0.206µM* | -8.8% | 0.19µM* | ? | -17.2% | ? | 2.82µM* | 10µM*
CC(C)(C)c1ccc(OCC(=O)OCCNC(=O)c2cccnc2)cc1 | -47.7% | 7.0% | 3.4% | 0.4% | 0.0% | ? | 0.2% | -2.2% | 2.4% | -2.3% | -8.5%
CC1CCCC(=C\c2ccccc2)/C1=N/O (stereo not given) | 3.0% | 2.8% | -2.2% | 3.0% | 2.0% | -8.0% | -15.3% | -1.4% | 16.8% | -0.4% | -17.0%
COc1ccc(NC(=O)CCc2nnc3ccc(NCc4ccco4)nn23)cc1 | 5.6% | -3.9% | 0.0% | 15.1% | -0.1% | 2.9% | -4.1% | -2.0% | 2.0% | 1.0% | 2.5%
Cc1cc(C)c(C(=O)COC(=O)c2ccc([N+](=O)[O-])o2)cc1C | 38.8% | 22.0% | -4.8% | -2.6% | 1.3% | -0.9% | ? | 16.1% | ? | -3.9% | -8.8%
CCS(=O)(=O)N1CCC(C(=O)Oc2ccc(Cl)cc2)CC1 | 14.4% | / | -1.9% | 2.0% | 4.6% | 0.3% | -8.5% | -2.7% | -13.1% | -3.2% | -0.5%
O=C(COc1ccccc1)Nc1ccccc1N1CCCCC1 | -36.5% | 10.6% | 11.1% | -6.8% | 0.3% | 3.3% | 1.1% | -7.5% | 11.6% | 0.9% | -16.1%
